PV pol inh = poliovirus RNA polymerase inhibition. 150,000 compounds, 0.66% hits. poliovirus polymerase elongation, fluorescence polarization; stronger effect = lower value. % elongation, % (compound at 16.7 µg/mL). AID 588519. P03300; in the data active = % elongation below about 90%; also: some results filed as inactive read as strong as hits
Target sequence (P03300 1749-2209 limits assumed): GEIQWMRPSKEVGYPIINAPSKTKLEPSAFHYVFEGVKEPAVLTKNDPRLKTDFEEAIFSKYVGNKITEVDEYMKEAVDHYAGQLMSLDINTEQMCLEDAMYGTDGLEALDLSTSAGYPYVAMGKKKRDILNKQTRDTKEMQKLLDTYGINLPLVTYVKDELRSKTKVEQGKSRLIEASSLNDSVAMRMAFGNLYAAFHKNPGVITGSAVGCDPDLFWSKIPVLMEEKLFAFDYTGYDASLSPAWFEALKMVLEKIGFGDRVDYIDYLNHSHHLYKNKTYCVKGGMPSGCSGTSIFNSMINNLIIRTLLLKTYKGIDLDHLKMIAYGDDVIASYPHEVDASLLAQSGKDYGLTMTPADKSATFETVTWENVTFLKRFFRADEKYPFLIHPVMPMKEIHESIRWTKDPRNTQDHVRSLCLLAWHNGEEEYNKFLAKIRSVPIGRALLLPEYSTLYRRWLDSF
PV pol inh FP z-score = second read-out of PV pol inh, no call of its own (marks repeat the call); z-score; measured here: FP z-score; hits read low
Active calls of the source: *; & = joins results of further samples. The list is partial, so the mix of outcomes need not match the whole.

Sequence of screens: PV pol inh	PV pol inh FP z-score
- CC(=O)Nc1cccc(/C(C)=N/NS(=O)(=O)c2ccc(C)cc2)c1
    100	0.1
- N#C/C(=C\Nc1cc(C(F)(F)F)cc(C(F)(F)F)c1)S(=O)(=O)c1ccccn1
    106	0.3
- O=c1sc(N2CCN(C3CCCCC3)CC2)nc2ccsc12
    102	0.5
- O=C(Cc1ccc(NC(=O)N2CCCCc3ccccc32)cc1)NCc1cccc(Br)c1
    106	0
- CCCCSCCCNC(=O)c1cc(-c2cccnc2)nc2ccc(S(=O)(=O)N3CCC(C)CC3)cc12
    108	0.4
- O=C(O)COc1ccc2ccccc2c1Br
    100	-0.3
- COc1ccc(C(=O)NCc2nnc(SCC(=O)NO)n2-c2cccc(F)c2)cc1
    99	-1.2
- N#C/C(=C\c1ccc(OC(=O)c2ccco2)cc1)S(=O)(=O)c1ccccc1
    103	1.3
- Nc1ccc(Sc2ccc(Cl)cc2)nc1
    99	-0.7
- O=S(=O)(NCCc1ccc(Cl)cc1)c1ccc(N2CCCCS2(=O)=O)cc1
    105	-0.1
- Cc1sc(NC(=O)C(C)C)c(C(=O)O)c1C
    104	0.1
- CCCCCn1c(=O)[nH]c2cc(C(=O)NCc3ccc(OC)cc3)ccc2c1=O
    106	0.3
- Cn1cnc2c(=O)oc3ccccc3c21
    99	-0.1
- CCc1nnc(SCc2nc(-c3ccccc3)oc2C)c2cc3sccc3n12
    104	-0.5
- CCC(C)NC(=O)CSc1cc(=O)n(C)c2ccc(Cl)cc12 (configuration not stated)
    100	-1.3
- COc1cc(C(=O)Nc2sc3c(c2C(N)=O)CCC(C)C3)cc(OC)c1OC (configuration not stated)
    104	0.3
- N/C(=N\OC(=O)Cc1ccccc1)c1ccncc1
    101	0
- COc1ccc(NCc2cn3ccccc3n2)cc1
    112	0.7
- COc1ccc2c(c1)-c1nc(/N=C/c3ccc(C)o3)sc1CC2
    97	-0.8
- CCCSC(=S)c1c(C)[nH]n(-c2ccccc2)c1=O
    104	0.7
- CC(=O)N1c2ccccc2C(C)(C)C2CCC(C)CC21 (configuration not stated)
    99	-1
- Cn1cnc(S(=O)(=O)NCc2ccccc2)c1
    102	0.1
- CCCNC(=O)C1CCCN(c2nn3cc(-c4ccc(C)cc4)nc3s2)C1 (configuration not stated)
    102	0
- CCOC(=O)c1ccc(NC(=S)N2CCC(N(C)C(C)CC)CC2)cc1 (configuration not stated)
    102	0.6
- COc1cccc(C2N(c3ccccc3)CCN2c2ccccc2)c1OC
    99	-0.7
- COc1cc(C2C(C(=O)Nc3ccccc3)=C(C)Nc3nnnn32)cc(OC)c1OC (configuration not stated)
    110	-0.2
- O=C(Nc1ccc(Cl)c(Cl)c1)Nc1ncc2c(n1)CC(c1ccco1)CC2=O (configuration not stated)
    100	-0.1
- Cc1ccc(Cl)cc1Nc1nn2c(=O)c3ccc(C(=O)N4CCCC(C)C4)cc3nc2s1 (configuration not stated)
    101	-1.1
- Cc1cc(C)cc(N(CC(=O)NCc2ccco2)S(C)(=O)=O)c1
    102	0.3
- CN(C)c1ccc(NC(=O)/C=C/C(=O)O)cc1
    106	0.4

Profiles, quoted from the list. Values in the order: PV pol inh, PV pol inh FP z-score
COc1cccc(C2N(c3ccccc3)CCN2c2ccccc2)c1OC is listed with 99, -0.7
Cc1ccc(Cl)cc1Nc1nn2c(=O)c3ccc(C(=O)N4CCCC(C)C4)cc3nc2s1 (configuration not stated) is listed with 101, -1.1

Continued:
Sequence of screens: PV pol inh	PV pol inh FP z-score
- COc1ccc(N(C(C)=O)C2SC(=O)N(c3ccccc3)C2=O)cc1 (configuration not stated)
    104	0.5
- CC1CC(C)CN(C(=O)COc2ncnc3ccccc23)C1 (configuration not stated)
    100	-0.4
- CC(C)c1ccc(Nc2ncnc3onc(-c4ccc(F)cc4)c23)cc1
    103	0
- CCc1nn2c(=O)cc(COc3ccc(C=C(C#N)C#N)cc3OC)nc2s1
    98	-1.6
- O=C(NCCc1ccccc1)c1cccc(N2CCCC2=O)c1
    104	0.9
- NC1=NC(=O)C(c2ccccc2Cl)S1 (configuration not stated)
    101	0.2
- COc1ccc(Cl)cc1NC(=O)CSc1nc2c([nH]c3ccccc32)c(=O)n1-c1ccccc1
    100	-1.7
- NS(=O)(=O)c1ccc(NC(=O)Cc2cccs2)cc1
    99	-0.6
- FC(F)(F)c1cccc(-n2c(-c3ccncc3)n[nH]c2=S)c1
    99	-0.8
- O=C(N(c1ccccn1)C1CCCCC1)C12CC3CC(CC(C3)C1)C2
    101	0.2
- Cc1ccccc1CNC(=O)c1ccc(-c2nc(CS(=O)(=O)c3ccccc3)c(C)o2)cc1
    108	0.1
- Cc1ccc(N=c2scc(-c3ccco3)n2/N=C/c2ccncc2)c(C)c1
    112	1.3
- CC1CC(C)CN(CC(=O)c2ccccc2Br)C1 (configuration not stated)
    102	0.1
- Cn1c(COc2ccccc2O)[n+](C)c2ccccc21
    104	0.2
- COc1ccc(-c2nc(C)c(CCNC(=O)c3cccs3)s2)cc1OC
    106	-0.3
- CCCCN1C(=O)c2[nH]nc(-c3ccccc3O)c2C1c1cccc(O)c1 (configuration not stated)
    102	0.2
- CCC(=O)N1c2ccccc2CC1C(=O)N1CCN(c2cccc(OC)c2)CC1 (configuration not stated)
    106	-0.1
- O=C(NCc1ccccc1CN1CCCC1)c1cc2cc(Cl)ccc2o1
    107	0.6
- N#Cc1ccsc1NC(=O)COC(=O)C1CC(=O)N(Cc2ccco2)C1 (configuration not stated)
    107	0.5
- O=C(Nc1nc(-c2ccccc2)cs1)c1ccccc1
    97	-2
- CC1(C)OC(c2ccccc2)CC1=O (configuration not stated)
    104	0.6
- Cc1ccc(-c2nc3sccn3c2Nc2ccccc2)cc1
    101	0
- CN1CCc2c(C#N)c(Cl)nc(NCc3ccccc3)c2C1
    102	0
- COc1ccc(NC(=O)CSc2nnc(NC(=O)Nc3ccc(OC)cc3)s2)cc1
    104	-0.7
- Cc1nnc2n1CCCCC2
    103	0.1
- COC1=CC(=O)c2ccccc2C1=O
    85*	-2.9*
- O=C(NC(=S)Nc1ccc(-n2nncc2-c2ccco2)cc1)C12CC3CC(CC(C3)C1)C2
    104	1.3
- CCC(=O)N1CCc2cc(CNS(=O)(=O)c3ccc(CC(C)C)cc3)ccc21
    111	0.9
- COc1ccc(Nc2cc(N3CCCC3)ncn2)cc1
    100	-0.3
- Clc1ccc(-n2cc(-c3ccccc3)c3c(NCCCN4CCOCC4)ncnc32)cc1
    101	-0.5

Some values from the list:
CCC(=O)N1CCc2cc(CNS(=O)(=O)c3ccc(CC(C)C)cc3)ccc21 in PV pol inh FP z-score = 0.9
Cc1nnc2n1CCCCC2 in PV pol inh = 103
CC1(C)OC(c2ccccc2)CC1=O (configuration not stated) in PV pol inh = 104
COc1ccc(NC(=O)CSc2nnc(NC(=O)Nc3ccc(OC)cc3)s2)cc1 in PV pol inh = 104

Carrying on.
Sequence of screens: PV pol inh	PV pol inh FP z-score
- CCCNC(=O)NCC1CCN(Cc2ccccc2)CC1
    102	-0.2
- O=C(Nc1ccc(OC(F)(F)F)cc1)c1ccccn1
    110	0.9
- O=c1c2ccccc2nc(SCc2ccccc2)n1OCc1ccccc1
    105	0.2
- CCOc1nc(NCCO)nc(NCCC2=CCCCC2)n1
    101	-0.2
- Cc1ccc2c(c1)c(=O)c(S(=O)(=O)c1ccc(F)cc1)cn2CC(=O)Nc1ccc2c(c1)OCO2
    110	0.6
- C=CCN1C(=O)/C(=N/N=C/c2ccc(OC)c(O)c2)c2ccccc21
    102	-0.1
- Cc1cc2n(n1)C(c1ccsc1)Nc1c(C)cccc1-2 (configuration not stated)
    100	-0.3
- CCn1c(SC)nnc1C1CCCNC1 (configuration not stated)
    101	-0.1
- COC(=O)CSc1nnc(SCC(=O)OC)s1
    101	-0.2
- COc1ccc(CNC(=O)C(C)NC(C)=O)cc1 (configuration not stated)
    107	0.8
- CN(C)CCNc1ncnc2c1cnn2-c1cccc(Cl)c1
    104	-0.6
- C=CCn1cnc2c(cnn2-c2ccc(F)cc2)c1=O
    105	1.1
- CCC(=O)NNc1nc2c(C)c(C)ccc2s1
    101	-0.2
- CCc1ccc(NS(=O)(=O)c2c(C)nc3sc(CC)nn3c2=O)cc1
    103	-0.5
- O=C1C(=C2NCCN2)CC/C1=C\c1ccco1
    92	-1.5

Structures shown so far that have two or more sulfur atoms:
Sequence of screens: PV pol inh	PV pol inh FP z-score
- O=c1sc(N2CCN(C3CCCCC3)CC2)nc2ccsc12
    102	0.5
- CCCCSCCCNC(=O)c1cc(-c2cccnc2)nc2ccc(S(=O)(=O)N3CCC(C)CC3)cc12
    108	0.4
- O=S(=O)(NCCc1ccc(Cl)cc1)c1ccc(N2CCCCS2(=O)=O)cc1
    105	-0.1
- CCc1nnc(SCc2nc(-c3ccccc3)oc2C)c2cc3sccc3n12
    104	-0.5
- CCCSC(=S)c1c(C)[nH]n(-c2ccccc2)c1=O
    104	0.7
- NS(=O)(=O)c1ccc(NC(=O)Cc2cccs2)cc1
    99	-0.6
- COc1ccc(-c2nc(C)c(CCNC(=O)c3cccs3)s2)cc1OC
    106	-0.3
- COc1ccc(NC(=O)CSc2nnc(NC(=O)Nc3ccc(OC)cc3)s2)cc1
    104	-0.7
- COC(=O)CSc1nnc(SCC(=O)OC)s1
    101	-0.2
- CCc1ccc(NS(=O)(=O)c2c(C)nc3sc(CC)nn3c2=O)cc1
    103	-0.5

Other structures
Sequence of screens: PV pol inh	PV pol inh FP z-score
- CCOC(=O)c1cc2sccc2[nH]1
    102	0.2
- NC(=O)NC1NC(=O)NC1=O (configuration not stated)
    101&100	0.3&0
- Cc1cccc(N(C)C(=O)CSc2nc3ncccc3o2)c1
    111	1.1
- O=C(CCS(=O)(=O)c1nc(-c2ccc3c(c2)OCO3)cc(C(F)(F)F)n1)Nc1ccccc1F
    104	0
- O=c1ccc(-c2ccc(S(=O)(=O)NC3CC3)o2)n[nH]1
    100	-0.7
- COc1cc(NC(=O)NCCN2CCN(c3ccccc3)CC2)cc(OC)c1OC
    108	-0.1
- COc1cc(NS(=O)(=O)c2ccc3[nH]c4c(c3c2)CCCC4)cc(OC)c1OC
    106	0
- Cn1nc(C(=O)NCC2CCCO2)c2c1-c1ccccc1SC2 (configuration not stated)
    105	2.2
- O=C(OCCc1csc2ccccc12)c1ccc(Cl)cc1
    106	0.6
- CC(C)C1Oc2cc3oc(=O)ccc3cc2C1=O (configuration not stated)
    101	0.2
- CSc1ncccc1C(=O)NCc1nnc2ccccn12
    103	0.1
- CCn1c2ccccc2c2cc(C=Nc3ccc(C)cc3O)ccc21
    110	0.7
- CCN(CC)c1ccc(NC(=O)CCNS(=O)(=O)c2ccc3c(c2)CCC(=O)N3)c(C)c1
    98	-0.7
- N#Cc1ccc(COC(=O)C2CCN(c3nc4ccccc4o3)CC2)cc1
    107	0.5
- CC1CCCC/C1=N\NS(C)(=O)=O (configuration not stated)
    95	-1.3
- Cc1cc(=O)oc(C)c1C(=O)NCC1COc2ccccc2O1 (configuration not stated)
    103	0.8
- CC(=O)N1CCc2cc(Br)cc(S(=O)(=O)N3CCC(C)CC3)c21
    107	0.4
- CC(C)c1ccccc1OCC(=O)c1ccc(O)cc1O
    101	0.1
- CCOC(=O)N1N=C(C)CC1(O)c1cccnc1 (configuration not stated)
    101	-0.2
- COC(=O)c1sc(=S)n(-c2cccc(Cl)c2)c1N
    95	-2.5
- Cc1oc2c(c1C(=O)Nc1cccc(Br)c1)C1=NCCN1C=N2
    103	-0.9
- COc1ccc(NC(=O)CN(C)S(=O)(=O)c2ccc3[nH]c4c(c3c2)CCCC4)cc1Cl
    101	-1.1
- CC(C)N1CC(C(=O)N2CCN(Cc3ccccc3)CC2)CC1=O (configuration not stated)
    101	-0.4
- CCSC(=O)NC12CC3CC(CC(C3)C1)C2
    101	0.5
- Cc1cc(C)cc(C(=O)Nc2ccccc2N2CCOCC2)c1
    100	-0.1
- CCOC(=O)C1CCCN(c2c(N)n(CC)c(=O)[nH]c2=O)C1 (configuration not stated)
    103	-0.1
- CS(=O)(=O)c1ccc(NC(=O)C2CCCC2)cc1
    106	-0.5
- Cn1c(=Nc2cccc(O)c2)sc2ccccc21
    102	0
- Cc1onc(-c2ccc(Cl)cc2)c1-c1ccnc(SCc2ccccc2)n1
    101	-0.2
- Cc1csc(NC(=O)c2sc3nc4c(c(C(F)(F)F)c3c2N)CCC4)n1
    45	-5.6
- COc1ccc(OC)c(N(CC(=O)N2CCN(c3ccccc3F)CC2)S(C)(=O)=O)c1
    100	-0.3
- O=C(CCn1c(=O)c2cccn2c2ccc(F)cc21)NCCc1ccc(Cl)cc1
    106	-0.1
- CCCn1cc(S(=O)(=O)c2ccc(CC)cc2)c(=O)c2cc(F)c(N3CCN(C)CC3)cc21
    113	1.3
- CCC(C)(C)C1CCc2nc3ccccc3c(C(=O)OCC(N)=O)c2C1 (configuration not stated)
    102	0.4
- Cn1nc(-c2ccc(Cl)cc2)[nH]c1=O
    104	0.5
- CCc1ccccc1-n1ncc2c1ncn1nc(-c3ccncc3)nc21
    102	0
- COC(Cn1c(SCc2ccc(Cl)cc2)nnc1-c1ccccc1)OC
    107	0.6
- CCN(CC)S(=O)(=O)c1ccc2oc(C(=O)Nc3ccc(C)c(C)c3)c(C)c2c1
    100	0
- c1cc(-c2cc(-c3nc4c5c(ncn4n3)CCC5)[nH]n2)ccn1
    99	-1.1
- COc1ccc(Br)cc1C=Nc1ccc2[nH]c(=O)[nH]c2c1
    102	0.2
- CCOCCSc1c(C)cnc2c1c(=O)n(C)c(=O)n2C
    107	0.3
- CCOC(=O)C/C(C)=N/n1c(C)cc(C)c(C#N)c1=O
    107	0.5
- CCOc1ccccc1NC(=O)Cn1c(=O)n(Cc2ccccc2)c(=O)c2c(C)c(C)sc21
    103	-0.5
- CC(=O)N(c1ccc(C(C)C)cc1)C1C=CS(=O)(=O)C1 (configuration not stated)
    103	0.4
- CC(C)Cc1ccc(C(C)C(=O)Nc2ccc(Cl)cc2)cc1 (configuration not stated)
    105	0.3
- C=C(NCc1ccco1)c1ccc(Cl)cc1
    105	0.2
- Cc1cc(C)n(-c2nc3ccccc3nc2Nc2ccc(N(C)C)cc2)n1
    112	1.6
- Cc1ccc(S(=O)(=O)N2CCc3cc(C(=O)N(C)Cc4ccccc4)ccc32)cc1
    110	1
- COc1cccc(CNC(=O)Cn2ncc3c(=O)oc4ccccc4c32)c1
    105	-0.6

Screening results: PubChem, ICCB-Longwood Screening Facility, Harvard Medical School
